# Screening data as filed in PubChem BioAssay.
# OX1R antag-1: blocks the human orexin 1 receptor | O43613 | OX1R-expressing cells, FRET antagonist read-out | inhibition, % at 6.6 µM | 1.8% of 330,000 active | AID 485270; in the data active means inhibition mostly above about 38%, no sharp cut-off; inactive means mostly below about 40%;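 further: 0% = agonist challenge alone and 100% = reference antagonist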
# Target sequence (O43613 whole entry, looked up): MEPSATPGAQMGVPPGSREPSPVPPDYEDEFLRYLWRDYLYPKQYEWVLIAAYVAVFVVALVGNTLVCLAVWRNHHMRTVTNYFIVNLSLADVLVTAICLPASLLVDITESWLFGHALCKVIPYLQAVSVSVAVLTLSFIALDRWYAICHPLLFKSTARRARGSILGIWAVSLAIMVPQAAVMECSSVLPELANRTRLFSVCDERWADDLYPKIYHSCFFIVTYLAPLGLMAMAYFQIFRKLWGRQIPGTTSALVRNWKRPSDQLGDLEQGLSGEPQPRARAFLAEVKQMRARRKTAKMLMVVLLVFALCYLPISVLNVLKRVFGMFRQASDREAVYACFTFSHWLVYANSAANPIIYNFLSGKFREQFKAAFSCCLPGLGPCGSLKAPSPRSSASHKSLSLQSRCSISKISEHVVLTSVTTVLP
# CHT allo act: allosterically activates the human high affinity choline transporter; B-score at 10 µM; Q9GZV3; 0.49% of 310,000 active; CHT-expressing cells, membrane potential dye, choline EC20; stronger effect = higher value; LV-AA mutant CHT in HEK293 cells;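 active means initial fluorescence not abnormally high and integrated response B-score, plate-corrected, over 3 SD above library mean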
# Target sequence (Q9GZV3 whole entry, looked up): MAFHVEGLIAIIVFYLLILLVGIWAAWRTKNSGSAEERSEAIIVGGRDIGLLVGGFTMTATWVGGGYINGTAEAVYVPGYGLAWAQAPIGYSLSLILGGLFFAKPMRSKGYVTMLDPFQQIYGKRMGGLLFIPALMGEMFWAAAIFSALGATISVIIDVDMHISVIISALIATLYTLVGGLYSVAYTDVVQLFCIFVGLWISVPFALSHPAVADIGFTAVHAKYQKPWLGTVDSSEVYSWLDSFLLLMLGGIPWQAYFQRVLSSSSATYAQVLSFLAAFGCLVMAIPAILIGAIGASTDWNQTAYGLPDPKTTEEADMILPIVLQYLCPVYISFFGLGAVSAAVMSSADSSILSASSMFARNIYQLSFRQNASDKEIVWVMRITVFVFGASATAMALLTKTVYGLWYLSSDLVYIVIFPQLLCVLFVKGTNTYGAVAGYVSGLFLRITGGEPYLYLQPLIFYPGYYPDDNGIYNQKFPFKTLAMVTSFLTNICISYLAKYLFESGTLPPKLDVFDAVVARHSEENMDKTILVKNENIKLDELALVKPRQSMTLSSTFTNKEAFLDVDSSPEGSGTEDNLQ
# OX1R antag-2: human HCRTR1 antagonism. AID 434989. O43613. inhibition, % at 5 µM. CHO/OX1R cells, Fluo-8 calcium fluorescence, orexin A. 0.43% of 330,000 active;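 active means inhibition above its plate's threshold, mean inhibition of all tested compounds on the plate plus 3 SD, cut at about 37% in these data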;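 further: 0% = orexin A challenge wells and 100% = SB-334867-A antagonist wells; not every result past the cut was called active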
# An asterisk follows results filed as active; i = inactive; / = not tested or not shown.
no.	structure	OX1R antag-1	CHT allo act	OX1R antag-2
1	Cc1ccc(C(=O)O)cc1NC(=S)NC(=O)C(c1ccccc1)c1ccccc1	22	i	-14
2	CCOC(=O)N1CCN(C(=O)c2ccc(-n3c(=S)[nH]c4ccccc4c3=O)cc2)CC1	3	i	-3
3	Cc1nn(Cc2ccccc2)c2c1C(c1ccccc1)C(C#N)=C(N)O2 (stereo unspecified)	32	i	-9
4	COc1cc(-c2cc(C(=O)O)c3c(OC)c(OC)c(OC)cc3n2)ccc1O	15	i	-7
5	Cc1ccc(-c2nc3ccccn3c2NCc2ccc3c(c2)OCO3)cc1	24	i	-35
6	O=C1OC[C@@H]2CCCN2C(=O)[C@@H](CC(=O)N(CCO)Cc2ccccc2)C/C=C\C[C@@H]1Cc1ccc(F)cc1	23	/	13
7	O=C(N/N=C/c1c(F)cccc1Cl)c1cc(C2CC2)[nH]n1	1	i	-25
8	N#C/C(C(=O)NCCc1ccccc1)=C1/N=C(NC(=O)c2cccs2)c2ccccc21	23	i	-24
9	O=C(Nc1ccc(S(=O)(=O)Nc2ncccn2)cc1)c1cccnc1	6	i	-13
10	CCN(CC(=O)NNC(=O)c1ccccc1)Cc1ccc(OC)c(F)c1	3	/	-6
11	COc1cccc(/C=N/NC(=O)CCCC(=O)NC2CCCCC2)c1	4	i	-20
12	O=C(NC1CCCCC1)C1CC(=O)N(c2ccccc2)C1 (stereo unspecified)	12	i	-4
13	O=C(O)/C=C/C(=O)NCCc1ccccc1	9	i	-1
14	N#CC1=C(N)C(C#N)(C#N)C(c2cccnc2)C2CCCC=C12 (stereo unspecified)	25	i	-9
15	O=c1[nH]c(=S)[nH]c2scc(-c3ccc(Br)cc3)c12	16	i	3
16	c1ccc(OCc2nn3c(C4CCCCC4)nnc3s2)cc1	5	i	-11
17	CC(CCc1ccccc1)NC(=O)c1ccco1 (stereo unspecified)	7	i	-2
18	O=C(c1cnn(-c2cccc(F)c2)c1)c1ccccc1O	8	i	-37
19	O=C(N/N=C/C=C/c1ccc([N+](=O)[O-])cc1)C1COc2ccccc2O1 (stereo unspecified)	9	i	-1
20	CCOC(=O)c1nn(-c2ccccc2)c(C)c1C(C)=O	14	i	-13
21	Cc1cccc(C)c1NC(=O)Cn1nnc(C(=O)Nc2ccc(F)cc2F)c1N	1	i	-18
22	CC1CCCCC12NC(=O)N(CC(=O)N1CCN(c3ncccn3)CC1)C2=O (stereo unspecified)	-1	/	-20
23	O=C1/C(=C/c2cccc(F)c2)SC(=S)N1NS(=O)(=O)c1ccccc1	7	i	3
24	COc1ccc(CC(=O)NNC(=O)COc2ccc(Br)cc2C)cc1OC	13	i	-22
25	COc1ccc(Cl)cc1NC(=O)c1nc2nc(C)cc(C(F)F)n2n1	5	i	-5
26	Cc1nnc(Nc2ccc(S(N)(=O)=O)cc2)c2ccccc12	-11	i	-22
27	COc1ccccc1/C=N/NC(=O)C(C)Cn1cnc2ccccc21 (stereo unspecified)	22	i	-8
28	O=C(O)COCC(=O)NCc1nc(-c2ccc(C(F)(F)F)cc2)no1	14	i	1
29	O=C(c1ccccc1F)N1CCc2ccccc21	31	i	-15
30	CC1=C(C(=O)OCc2ccccc2)C(c2ccc(C)o2)C2=C(CCCC2=O)N1 (stereo unspecified)	17	i	-21
31	O=C(OCc1ccccc1)C1CCCN1C(=O)c1cccs1 (stereo unspecified)	22	i	-8
32	CC1CCCC(NC(=O)c2ccc3c(c2)OCCO3)C1C (stereo unspecified)	11	/	-24
33	CCN(CC)CCOC(=O)c1c(C)oc2ccc(O)cc12	9	i	-25
34	COc1ccccc1NC(=O)c1cccc(S(=O)(=O)N2CCN(c3ccccc3)CC2)c1	8	/	-2
35	O=C(NCCc1ccccc1)C1CCC(Cn2c(=O)c3ccccc3n(Cc3cccc(Cl)c3)c2=O)CC1 (stereo unspecified)	3	i	-34
36	Cc1cccc2cc(C(c3nnnn3CC3CCCO3)N3CCc4ccccc4C3)c(=O)[nH]c12 (stereo unspecified)	18	i	-16
37	Cc1nc2cc(NC(=O)NC3CC3)ccc2n1C	2	i	8
38	CC(C)C(OC(=O)CN1C(=O)COc2ccccc21)C(=O)NC1CCCC1 (stereo unspecified)	12	i	-18
39	COc1cccc(N=C2SC(C(=O)Nc3ccccc3F)CC(=O)N2C)c1 (stereo unspecified)	4	i	-23
40	CN(CCNC(=O)C1CC(=O)N(C2CCCC2)C1)Cc1ccccc1 (stereo unspecified)	10	i	-7
41	C=CCOc1ccc(/C=C/C(=O)OCC(=O)NCCC2=CCCCC2)cc1	-8	i	-11
42	Cc1ccsc1/C=N/NC(=O)CNC(=O)c1ccc(S(=O)(=O)N(C)C)cc1	31	i	-8
43	CCCNC(=O)c1ccc(C)c(NC(=O)C2=C(C)OCCS2)c1	-5	i	-15
44	CC1Cc2ccccc2N1C(=O)c1cnc2sccn2c1=O (stereo unspecified)	5	i	-7
45	CNC(=O)CSc1nnc(-c2ccco2)n1-c1cccc(OC)c1	-11	i	-3
46	CCn1ccc(C(=O)Nc2ccc(Cl)cn2)n1	-6	i	-8
47	CC(=O)Cn1c2ccccc2n2nc(CCC(=O)O)c(=O)nc12	34	i	-13
48	CC(=O)Nc1cccc(C(=O)NNC(=O)c2ccc(-n3cnnn3)cc2)c1	1	/	-5
49	COc1ccc(OC)c(CN2CCN(C(=O)CN3C(=O)NC4(CCCC4)C3=O)CC2)c1	6	i	-15
50	O=C(Nc1ccccc1)c1ccc(-c2ccc(Br)cc2)o1	19	i	-25
51	C=CCN(C(=O)c1oc2c(Cl)cc(C)cc2c1C)C1CCS(=O)(=O)C1 (stereo unspecified)	8	i	-10
52	CN1CCN(C2CC(=O)N(CCc3ccccc3)C2=O)CC1 (stereo unspecified)	6	i	-6
53	Cc1cc(C)c(NC(=O)CSc2nc3ccncc3[nH]2)c(C)c1	-2	i	-15
54	Cc1cccc(C)c1OCc1cc(C(=O)N2CCC(c3ccncc3)CC2)no1	25	i	24
55	O=C(COC(=O)CCc1nc2ccccc2s1)Nc1ccc(Cl)cn1	26	i	3
56	OCC[C@H]1C[C@H](O)[C@@H](O)[C@]2(CCCc3ccccc3O2)O1	4	i	9
57	Nc1c(N(CCO)C(=O)COc2ccc(Cl)cc2)c(=O)[nH]c(=O)n1Cc1ccccc1	8	i	-3
58	Cc1cc(Br)ccc1NC(=O)CN1C(=O)C2CC=CCC2C1=O (stereo unspecified)	-2	/	-1
59	CC(=O)Nc1ccc(S(=O)(=O)NNC(=O)c2ccc3c(c2)OCO3)cc1	-2	i	9
60	Cc1cccc(CC2CC(=O)N(CCc3ccc4c(c3)OCO4)C2=O)c1 (stereo unspecified)	8	i	-1

# Exported in transposed form: entries from further up
58: Cc1cc(Br)ccc1NC(=O)CN1C(=O)C2CC=CCC2C1=O (stereo unspecified)
2: CCOC(=O)N1CCN(C(=O)c2ccc(-n3c(=S)[nH]c4ccccc4c3=O)cc2)CC1
60: Cc1cccc(CC2CC(=O)N(CCc3ccc4c(c3)OCO4)C2=O)c1 (stereo unspecified)
52: CN1CCN(C2CC(=O)N(CCc3ccccc3)C2=O)CC1 (stereo unspecified)
15: O=c1[nH]c(=S)[nH]c2scc(-c3ccc(Br)cc3)c12

Assay by compound | 58 | 2 | 60 | 52 | 15
OX1R antag-1 | -2 | 3 | 8 | 6 | 16
CHT allo act | / | i | i | i | i
OX1R antag-2 | -1 | -3 | -1 | -6 | 3

# (further entries)
no.	structure	OX1R antag-1	CHT allo act	OX1R antag-2
61	CCOC(=O)C1(Cc2cccc(F)c2)CCN(C(=O)C2CCOCC2)CC1	19	i	-27
62	O=C(Cn1cc2c(n1)CCCCC2)Nc1c(F)c(F)cc(F)c1F	12	i	-10
63	O=C(c1ccccn1)N1CCN(C(=O)c2ccccn2)CC1	1	i	-6
64	COc1ccccc1CNC(=O)Cn1ccsc1=N	-1	i	-7
65	COc1cccc(/C=C2\Oc3ccc(O)cc3C2=O)c1O	95*	i	25
66	O=C(CSc1nc2nc[nH]c2c(=O)[nH]1)NC1CCCCC1	11	i	-20
67	Cc1cc(NC(=O)c2ccc(NC(=O)C(C)Oc3ccccc3)cc2)no1 (stereo unspecified)	18	i	-6
68	CN(CC(=O)Nc1ccccc1Cl)C1CCS(=O)(=O)C1 (stereo unspecified)	4	/	-23
69	Cc1nc(C(=O)Nc2cccc(Cl)c2)nn1-c1cc(OC(C)C)c(Cl)cc1Cl	27	i	-23
70	CN(C)[C@@H](CO)c1nnc([C@H](CC(=O)O)NC(=O)C2CCNCC2)o1	22	i	-4
71	Cc1cc(C)n(CCC(=O)N/N=C/c2c(O)ccc3ccccc23)n1	26	i	-38
72	COc1ccc(C2Nc3ccccc3C(=O)N2c2ccc(C)cc2)cc1Cn1cc([N+](=O)[O-])cn1 (stereo unspecified)	12	i	-1
73	Cc1ccc2[nH]c(O)c(N=NC(=O)c3ccc(NS(=O)(=O)c4cccs4)cc3)c2c1	19	i	-7
74	O=C(C1CCC1)N1CCc2cc(S(=O)(=O)Nc3ccc4c(c3)OCCO4)ccc21	47	i	26
75	COc1ccc(C(c2nnnn2C2CCCC2)N2CCN(C(=O)c3ccco3)CC2)cc1OC (stereo unspecified)	6	i	-24
76	Cc1ccc2nc(SCC(=O)Nc3ccc(C(N)=O)cc3)[nH]c2c1	3	i	-12
77	COc1ccc(-c2noc(C3CCCN(C(=O)c4ccc(C)cc4)C3)n2)cc1 (stereo unspecified)	8	i	-38
78	O=C(CSCc1ccccc1)N1CCN(c2ccc(F)cc2)CC1	22	i	-13
79	CN(Cc1ccccc1)C(=O)CN1C(=O)NC(C)(c2ccc(C(C)(C)C)cc2)C1=O (stereo unspecified)	5	i	-29
80	COCCCNC(=O)C[C@H]1C[C@H](C(=O)N(C(C)C)C(C)C)[C@@]2(C)c3[nH]c4ccc(Cl)cc4c3CCN2C1=O	8	/	-35
81	CN(C)CCCOC(=O)c1ccccc1Cl	7	i	-19
82	Cc1ccc(NC(=O)COc2ccc3c(c2)CCC3)nc1	13	i	-16
83	COc1ccccc1N1CCN(C(CNS(=O)(=O)c2ccccc2)c2ccccc2)CC1 (stereo unspecified)	18	i	-24
84	CNC(=O)CN1C(=O)NC2(CCc3ccccc32)C1=O (stereo unspecified)	1	i	3
85	O=C(O)CCc1ccc(-c2ccc(Cl)cc2)n1NC(=O)c1ccc(O)cc1	9	i	-8
86	CC1CC(C)CN(c2cc(=O)n(Cc3ccc(F)cc3)c(=O)[nH]2)C1 (stereo unspecified)	16	i	-43
87	COc1cc(CO)ccc1OCC(=O)Nc1ccc(Br)cc1	12	i	-13
88	CCCOP(=O)(c1ccc(N(C)C)cc1)C(O)c1c(Cl)cccc1Cl (stereo unspecified)	0	i	-23
89	O=C(N/N=C/c1ccc(OC(=O)c2ccccc2)cc1)c1cccc(O)c1	-1	i	-23
90	Cc1ccc2sc(N(CCCN(C)C)C(=O)c3ccc(S(=O)(=O)N(C)Cc4ccccc4)cc3)nc2c1C	9	i	-6

# Exported with two lines to a compound: part of the list above.
# Fields – OX1R antag-1 | CHT allo act | OX1R antag-2
82) Cc1ccc(NC(=O)COc2ccc3c(c2)CCC3)nc1
    13 | i | -16
66) O=C(CSc1nc2nc[nH]c2c(=O)[nH]1)NC1CCCCC1
    11 | i | -20

# The list continues.
no.	structure	OX1R antag-1	CHT allo act	OX1R antag-2
91	COc1ccc(N2CCN(CC(=O)Nc3ccccc3SC)CC2)cc1	9	i	-11
92	CCCOc1ccc(C2NC(=O)CCC2[N+](=O)[O-])cc1 (stereo unspecified)	5	i	-8
93	Cc1c(NC(=O)C2CC(c3cccc(Br)c3)=NO2)c(=O)n(-c2ccccc2)n1C (stereo unspecified)	5	i	-16
94	CN(C)/C=N/c1[nH]ncc1C#N	2	i	-12
95	CCN(CC)C(=O)C1CC(=O)OC1(C)C (stereo unspecified)	8	i	0
96	COc1cc(/C=N\NC(=O)CNC(=O)C(c2ccccc2)c2ccccc2)ccc1O	11	i	-16
97	COc1cc(OC)nc(NC(=O)NS(=O)(=O)c2ccc(F)cc2)n1	7	i	-16
98	CCCCOCCOCCOCCCC	6	/	8
99	COc1ccc(OCc2cccc(C(=O)NN)c2)cc1	5	i	0
100	COC/C=C/C1=CC2=CC(=O)C(C)(OC(=O)c3cnc4ccccc4n3)C(=O)C2=CN1C1CC1 (stereo unspecified)	38	i	0
101	O=C(NC1CCCC1)C(c1cccs1)N(Cc1ccco1)C(=O)c1csnn1 (stereo unspecified)	3	i	-11
102	C=CCNc1sc(C(=O)c2ccccc2)c(N)c1C#N	11	i	-6
103	Cc1ccc(Nc2nc(C)c3c(n2)CC(C)CC3=O)c(C)c1 (stereo unspecified)	9	i	-25
104	CC(=O)Nc1ccc(OCC(O)Cn2nc(C)c(Br)c2C)cc1 (stereo unspecified)	38	i	-15
105	COC(=O)c1ccccc1NC(=O)CN1CCN(c2ccccn2)CC1	12	i	-18
106	O=C(Nc1cc([N+](=O)[O-])ccc1Cl)c1ccc2c(c1)OCO2	12	i	5

# Complete entries, looked up by structure. Order of screens: OX1R antag-1 | CHT allo act | OX1R antag-2
# O=C1OC[C@@H]2CCCN2C(=O)[C@@H](CC(=O)N(CCO)Cc2ccccc2)C/C=C\C[C@@H]1Cc1ccc(F)cc1 across the screens: 23 | / | 13
# O=C(OCc1ccccc1)C1CCCN1C(=O)c1cccs1 (stereo unspecified) across the screens: 22 | i | -8
# CN(Cc1ccccc1)C(=O)CN1C(=O)NC(C)(c2ccc(C(C)(C)C)cc2)C1=O (stereo unspecified) across the screens: 5 | i | -29
# O=C(NC1CCCC1)C(c1cccs1)N(Cc1ccco1)C(=O)c1csnn1 (stereo unspecified) across the screens: 3 | i | -11
